Source: PubChem BioAssay
OX1R antag-1: antagonists of human orexin 1 receptor (OX1R); actives 1.8% (n = 330,000); AID 485270; O43613; inhibition, % at 6.6 µM; OX1R-expressing cells, FRET antagonist read-out; in the data active = inhibition mostly above about 38%, no sharp cut-off; inactive = mostly below about 40%;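 note: 0% = agonist challenge alone and 100% = reference antagonist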
Target sequence (O43613 whole entry, looked up): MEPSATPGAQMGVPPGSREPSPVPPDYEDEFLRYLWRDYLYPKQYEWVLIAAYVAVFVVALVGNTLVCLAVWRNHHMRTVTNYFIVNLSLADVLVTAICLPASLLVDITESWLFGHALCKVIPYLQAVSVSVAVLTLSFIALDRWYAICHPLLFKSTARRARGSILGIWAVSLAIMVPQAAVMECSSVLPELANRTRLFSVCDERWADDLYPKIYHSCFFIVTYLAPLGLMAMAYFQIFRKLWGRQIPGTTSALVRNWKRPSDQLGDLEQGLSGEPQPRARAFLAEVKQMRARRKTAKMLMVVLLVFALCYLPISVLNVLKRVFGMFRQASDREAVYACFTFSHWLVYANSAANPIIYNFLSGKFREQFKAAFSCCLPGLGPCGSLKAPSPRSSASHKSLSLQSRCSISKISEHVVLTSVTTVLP
OX1R antag-2: antagonists of human orexin 1 receptor | AID 434989 | CHO/OX1R cells, Fluo-8 calcium fluorescence, orexin A | actives 0.43% (n = 330,000) | inhibition, % at 5 µM;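 active = inhibition above its plate's threshold, mean inhibition of all tested compounds on the plate plus 3 SD, cut at about 37% in these data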;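 note: 0% = orexin A challenge wells and 100% = SB-334867-A antagonist wells; not every result past the cut was called active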
Starred values were filed as active, the others as inactive.

SMILES	OX1R antag-1	OX1R antag-2
O=C(NCCCO)/C(=C\C=C\c1ccccc1)NC(=O)c1ccccc1Cl	13	-15
COc1ccc(CNC(=O)c2ccc3c(c2)N(C)C(=O)CS3=O)cc1 (centres undefined)	10	3
O=C1C2CCCCC2C(=O)N1Cc1ccccc1 (centres undefined)	5	-15
CCc1ccc(-c2csc(NC(=O)C3=COCCO3)n2)cc1	2	-11
CN(C)c1nc(N(C)C)nc(N2CCCCC2)n1	9	2
O=C(Nc1ccc(OC(F)(F)F)cc1)c1ccc2nccnc2c1	21	7
Brc1ccc2oc(-c3ccn[nH]3)cc2c1	1	-5
Cc1ccc(Nc2c(-c3ccccn3)nc3ccc(C)cn23)cc1	27	-26
O=C(COC(=O)Cn1cnc2ccccc21)Nc1ccc(F)c(F)c1	2	-19
O=C1N[C@@H](c2ccccc2)COC(=O)[C@@H](Cc2ccc(F)cc2)C/C=C\C[C@H]1CC(=O)N(CCO)Cc1ccccc1	9	16
CN(C)c1cc[n+](CC(=O)Nc2ccc(Oc3ccccc3)cc2)cc1	17	4
CCn1c(CNC(=O)c2cccnc2)cc2ccccc21	8	-23
CC(C)OC(=O)CN1C(=O)C(C)(C)Oc2ccc(C(=O)NC(C)(C)C)cc21	10	-24
O=C(c1ccc2snnc2c1)N1CCCC1	5	1
N#Cc1c(-c2ccccc2)ccnc1Oc1ccccc1	27	-13
O=C(N1CCOCC1)C12CC3CC(C1)CC(c1ccccc1)(C3)C2	6	-26
CCOc1ccc(CCNC(=O)COC(=O)COc2ccc(Br)cc2)cc1OCC	27	-36
OCc1ccc(N=Nc2ccccc2)cc1	12	0
Cc1cc(Cl)c(C)c(S(=O)(=O)N2CCN(C(=O)C3CCCO3)CC2)c1Cl (centres undefined)	1	-7
CC1=C(C(=O)Nc2cc(C(=O)NCCCOC(C)C)ccc2C)SCCO1	1	-4
CCCCc1nc2ccccc2c(NC(=O)CN(CC)CC)c1CCC	20	-15
O=C(Cn1cnc2ccccc21)OCC(=O)N1CCc2ccccc2C1	24	-8
Cc1ccc(S(=O)(=O)CCC(=O)N2CCN(c3ccc([N+](=O)[O-])cc3)CC2)cc1	12	-4
O=C(NN=C1CCCC1)c1ccc(Br)cc1	6	4
Cn1nc(C(=O)NCc2cccc(F)c2)cc1C(=O)NCc1cccc(F)c1	4	-2
(more compounds)
SMILES	OX1R antag-1	OX1R antag-2
CN1CCN(C(=O)c2ccccc2NC(=O)c2ccc(C(C)(C)C)cc2)CC1	13	-23
COc1ccc(OC)c(C(=O)CSc2nnnn2C)c1	9	-1
COc1cccc(C2CC(c3ccccc3)n3ncnc3N2)c1 (centres undefined)	21	-10
Cc1ccc(C)n1CCN1CCN(C(=O)CC#N)CC1	8	-3
CC(=O)NCc1ccc(-c2csc(N)n2)s1	17	-17
CCOC(=O)c1sc(NC(=O)CSc2nc3ccccc3s2)c(C(=O)OCC)c1C	7	-15
CCC1NC(=O)c2cc(S(N)(=O)=O)c(Cl)cc2N1 (centres undefined)	18	19
CCc1cc(=O)oc2c3c(cc(OCC(=O)NCCCn4ccnc4)c12)OC(C)(C)CC3	4	-31
COc1cccc(/C=N\NC(=O)C2=NNC(=O)C2C)c1O (centres undefined)	44	8
C/C(CCc1oc2ccccc2c1-c1ccc(C)o1)=N/O	13	-37
COc1cccc(NC(=O)CSc2nc3ccccc3c(=O)n2CCCC(=O)N2CCCC2)c1	20	-26
CCOC(=O)CCCNC(=O)CCNC(=O)c1ccc(OCCC(C)C)cc1	31	6
CCOC(=O)c1c(C)[nH]c(C)c1S(=O)(=O)N1CCC(c2ccccc2)C1 (centres undefined)	25	-16
Cc1ccc(N(CC(=O)N2CCn3c2nc2ccccc23)S(=O)(=O)c2c(C)n[nH]c2C)cc1	13	-13
Cc1ccc(C)c(/C(O)=C2\C(=O)C(=O)N(CCCn3ccnc3)C2c2ccncc2)c1 (centres undefined)	3	-6
COc1ccccc1C(=O)Nc1ccnn1C1CCN(CC2CC=CCC2)CC1 (centres undefined)	6	-26
COc1cc(C(=O)OCC(=O)Nc2c(F)cccc2F)cc(OC)c1C	30	-3
NC(=O)[C@@H]1CCCN1Cc1nc(-c2ccccc2)no1	22	-7
CCOC(=O)CSc1nnc(Cc2ccccc2)n1-c1cccc(Cl)c1	1	-13
CC(C)N(Cc1nccn1C)C(=O)c1cc(COc2ccc3ncccc3c2)on1	22	-10
COc1cc(S(=O)(=O)N2CCN(C(=O)C3CC3)CC2)ccc1NC(C)=O	10	-5
CN(C)S(=O)(=O)c1ccc(NC(=O)c2cc(-c3cccs3)nc3ccccc23)cc1	14	8
Clc1cccc(Cl)c1CSc1nnc(-c2sccc2-n2cccc2)o1	27	-19
Cc1nc(-c2ccc(S(=O)(=O)NCc3ccccn3)s2)cs1	9	-16
COc1ccc(-c2nc(CS(=O)(=O)CC(=O)NCc3cccc(Br)c3)c(C)o2)cc1	8	-34
The list goes on:
SMILES	OX1R antag-1	OX1R antag-2
O=C(Nc1ccc2nc3n(c(=O)c2c1)CCCC3)c1cccc([N+](=O)[O-])c1	38	-19
O=C(CCc1nc2ccccc2s1)OCC(=O)c1ccc[nH]1	5	-5
CCO[C@@H]1OC(C(=O)Nc2ccccc2)=C[C@H](C)[C@H]1CCCO	17	-13
Cc1ccc(C(=O)CSc2nnc(COc3ccccc3)o2)cc1	18	-5
Cc1[nH]nc(NNC(=O)c2ccccc2)c1[N+](=O)[O-]	10	-5
O=C(NC(=S)Nc1ccc(N2CCOCC2)cc1)c1ccccc1	7	-1
CC(NC(=O)C(=O)N1CCCCC1)C(c1cccs1)N1CCN(c2ccccc2)CC1 (centres undefined)	6	-26
COc1ccc(CCNC(=O)CC2SC(N)=NC2=O)cc1OC (centres undefined)	7	-15
NC(=O)C1(C(N)=O)OC1c1ccc(Cl)c(Cl)c1 (centres undefined)	12	6
Cc1ccccc1-c1nc(S(=O)(=O)c2ccc(Br)cc2)c(NCc2cccnc2)o1	10	-41
COc1ccc(C2=NOC(C(=O)Nc3cc(C)nn3-c3ccccc3)C2)cc1OC (centres undefined)	6	-19
O=C(N=c1ccn(-c2nc3ccccc3nc2NS(=O)(=O)c2ccc(Cl)cc2)cc1)c1cccs1	5	-9
O=C(O)CN1CCN(Cc2ccc(Cl)cc2)C1=O	0	2
N#Cc1c(NC(=O)CSc2n[nH]c(Cc3ccccc3)n2)oc(-c2ccccc2)c1-c1ccccc1	30	0
CN(Cc1ccccc1)C(=O)c1cn(C)c2ccc(S(=O)(=O)N3CCCC3)cc2c1=O	23	-3
Cc1cccc(C)c1NC(=O)C1(NC(=O)c2cnccn2)CCCCC1	17	-21
Cc1ccc(S(=O)(=O)N2CCN(c3nc(CN4CCCC4)nc4sc(C)c(C)c34)CC2)cc1	9	-23
COc1cccc(C2(c3cccc(OC)c3)CC2C(=O)Nc2ccccc2Cl)c1 (centres undefined)	20	-36
COCCNC(=O)[C@@H]1CSC2c3ccc(OC)c(OC)c3C(=O)N21 (some centres undefined)	3	-15
Cc1cccc(OCCn2cnc(Cl)c2Cl)c1	11	-24
Cc1cc(C)cc(NC(=O)CSc2nc3nc(C)cc(C)n3n2)c1	4	-32
COc1ccc(CC(=O)OCC(=O)NC2CCCC(C)C2C)cc1 (centres undefined)	4	-8
Cc1ccc(N(C(C)C(=O)N2CCN(Cc3ccccc3)CC2)S(C)(=O)=O)cc1 (centres undefined)	7	-24
O=C(CNS(=O)(=O)c1ccc([N+](=O)[O-])cc1)N/N=C/c1ccc(O)cc1O	16	15
CN(CCOc1ccc(Cl)cc1)c1ccc(S(=O)(=O)N2CCCCC2)cn1	-10	-24
Going on with the list.
SMILES	OX1R antag-1	OX1R antag-2
CC[C@]1(C(=O)OC)[C@H]2C(=O)N(Cc3ccccc3)C(=O)[C@H]2[C@H]2CN(C)C(=NC)N21	10	-8
CC1(C(=O)Nc2ccc3ccccc3c2)CC1(Br)Br (centres undefined)	41	-23
Cc1cc(Cl)c(OCCCN2CCCCC2)c(Br)c1	2	-25
Cc1ccc(NC(=O)c2ccccc2-c2ccccc2C(=O)O)cc1C	8	-6
CCOC(=O)/C(C#N)=C/c1c(N2CCN(CC)CC2)nc2c(C)cccn2c1=O	24	-11
COCCCN1CC(=O)N2C(c3cccc(C)c3)c3[nH]c4ccccc4c3C[C@H]2C1=O (some centres undefined)	7	-37
N#Cc1ccc2ccn(CC(=O)NCc3ccco3)c2c1	2	-12
Cc1ccc(C(=O)N2CCN(c3ccccc3)CC2)cc1S(=O)(=O)N1CCCC1	7	-39
COc1ccc(CCNC(=O)/C=C/c2ccc3ccccc3n2)cc1OC	34	-26
CON/C=N/C(=S)Nc1ncc(C(F)(F)F)cc1Cl	7	-22
CC(=O)c1cccc(NC(=S)NC2CCCCC2)c1	22	-11
COc1cc(OC)cc(-c2c(-c3cccs3)c3cc(-c4ccc(OCc5ccccc5)cc4)ccc3n2C)c1	14	25
COc1ccccc1NC(=O)COC(=O)c1cnccn1	14	-2
CC1=NN(/C(=N\c2nnc(C)s2)Nc2ccccc2)[C@H](c2cccc3ccccc23)S1	15	-28
CCc1ccc(N(CC(=O)NC(C)(C)CC)C(=O)CCC(=O)Nc2nccs2)cc1	14	-16
Cc1ccc(NC2=NC3(CCCC3)N=C(N)N2)c(C)c1	26	-12
COC(=O)c1ccccc1-n1cccc1C(=O)NP(=O)(N1CCOCC1)N1CCOCC1	8	-1
COCCNC(=O)C(C)Oc1ccccc1 (centres undefined)	8	-9
CSCCC(NC(=O)c1cc(S(=O)(=O)N2CCOCC2)ccc1F)c1nc2ccccc2[nH]1 (centres undefined)	3	-2
O=C(/C=C/c1ccccc1)N/C(=C\c1ccco1)C(=O)O	11	-12
Cc1ccc(C)n1-c1cccc(N)c1	-4	-4

An excerpt of the results above, for reference:
SMILES	OX1R antag-1	OX1R antag-2
O=C(CNS(=O)(=O)c1ccc([N+](=O)[O-])cc1)N/N=C/c1ccc(O)cc1O	16	15
CN(CCOc1ccc(Cl)cc1)c1ccc(S(=O)(=O)N2CCCCC2)cn1	-10	-24
CC[C@]1(C(=O)OC)[C@H]2C(=O)N(Cc3ccccc3)C(=O)[C@H]2[C@H]2CN(C)C(=NC)N21	10	-8
CC1(C(=O)Nc2ccc3ccccc3c2)CC1(Br)Br (centres undefined)	41	-23
Cc1cc(Cl)c(OCCCN2CCCCC2)c(Br)c1	2	-25
Cc1ccc(NC(=O)c2ccccc2-c2ccccc2C(=O)O)cc1C	8	-6
CCOC(=O)/C(C#N)=C/c1c(N2CCN(CC)CC2)nc2c(C)cccn2c1=O	24	-11
COCCCN1CC(=O)N2C(c3cccc(C)c3)c3[nH]c4ccccc4c3C[C@H]2C1=O (some centres undefined)	7	-37
N#Cc1ccc2ccn(CC(=O)NCc3ccco3)c2c1	2	-12
Cc1ccc(C(=O)N2CCN(c3ccccc3)CC2)cc1S(=O)(=O)N1CCCC1	7	-39
COc1ccc(CCNC(=O)/C=C/c2ccc3ccccc3n2)cc1OC	34	-26
CON/C=N/C(=S)Nc1ncc(C(F)(F)F)cc1Cl	7	-22
CC(=O)c1cccc(NC(=S)NC2CCCCC2)c1	22	-11
COc1cc(OC)cc(-c2c(-c3cccs3)c3cc(-c4ccc(OCc5ccccc5)cc4)ccc3n2C)c1	14	25
COc1ccccc1NC(=O)COC(=O)c1cnccn1	14	-2
CC1=NN(/C(=N\c2nnc(C)s2)Nc2ccccc2)[C@H](c2cccc3ccccc23)S1	15	-28
CCc1ccc(N(CC(=O)NC(C)(C)CC)C(=O)CCC(=O)Nc2nccs2)cc1	14	-16
Cc1ccc(NC2=NC3(CCCC3)N=C(N)N2)c(C)c1	26	-12
COC(=O)c1ccccc1-n1cccc1C(=O)NP(=O)(N1CCOCC1)N1CCOCC1	8	-1
COCCNC(=O)C(C)Oc1ccccc1 (centres undefined)	8	-9

Record cards (already shown).
Profile of `COC(=O)c1ccccc1-n1cccc1C(=O)NP(=O)(N1CCOCC1)N1CCOCC1` : OX1R antag-1: 8; OX1R antag-2: -1
Profile of `CC1=NN(/C(=N\c2nnc(C)s2)Nc2ccccc2)[C@H](c2cccc3ccccc23)S1` : OX1R antag-1: 15; OX1R antag-2: -28
Profile of `CON/C=N/C(=S)Nc1ncc(C(F)(F)F)cc1Cl` : OX1R antag-1: 7; OX1R antag-2: -22
